Screening results: PubChem, several laboratories
KCC2 mod = modulates chloride dependent transport by human KCC2; Q9H2X9; B-score of Tl+ flux slope (higher = more flux/activation; lower = inhibition) at 10 µM; hit rate 2.2% among 190,000; KCC2 cells, thallium flux FluoZin-2 fluorescence;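 active = thallium flux slope and its plate-corrected score both differing from the plate sample mean at a set confidence after two filtering rounds, in either direction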;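 note: slope of fluorescence scaled to starting intensity during 10 to 20 s after thallium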
Rad51 HR inh = Rad51 (human) homologous recombination inhibition | AID 1385 | inhibition, % at 10 µM | hit rate 0.085% among 200,000 | Q06609 | hRad51 DNA strand exchange, fluorescence dequenching;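 active = inhibition above 40% at the single screening dose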;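 note: 0% = DMSO control wells and 100% = blanks with heterologous ssDNA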
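material = hRad51 filaments on single-stranded DNA | reagent = Donor/quencher-labelled 47-bp dsDNA substrate | compound = 10 µM final, single point | schedule = strand-exchange reaction 15 min at room temperature | measured by = fluorescein emission 520 nm, excitation 485 nm | read-out basis = % inhibition versus plate control and blank means | benchmarks = plate controls and plate blanks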
FXIa inh 1536 = factor XIa (human) inhibition | P03951 | purified FXIa, Boc-Glu-Ala-Arg-AMC fluorogenic substrate | inhibition, % at 5 µM | hit rate 0.14% among 220,000;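 active = inhibition of at least 40%; inactive = inhibition below 40%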;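 note: fluorescence of freed AMC excited at 355 nm; 0% = enzyme without compound and 100% = no enzyme blank; many of its hits are not listed in these tables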
Target sequence (P03951 19-387 limits assumed): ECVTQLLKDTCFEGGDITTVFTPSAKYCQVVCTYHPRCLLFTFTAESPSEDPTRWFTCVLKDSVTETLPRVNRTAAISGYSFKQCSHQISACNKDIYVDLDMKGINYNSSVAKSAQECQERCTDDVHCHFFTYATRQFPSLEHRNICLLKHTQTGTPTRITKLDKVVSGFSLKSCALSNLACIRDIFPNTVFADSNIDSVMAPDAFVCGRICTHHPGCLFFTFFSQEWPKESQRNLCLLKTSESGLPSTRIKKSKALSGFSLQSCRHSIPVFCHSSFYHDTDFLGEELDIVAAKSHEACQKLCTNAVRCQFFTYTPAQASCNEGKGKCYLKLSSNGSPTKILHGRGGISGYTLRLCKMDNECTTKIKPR
Target sequence (P03951 388-625 limits assumed): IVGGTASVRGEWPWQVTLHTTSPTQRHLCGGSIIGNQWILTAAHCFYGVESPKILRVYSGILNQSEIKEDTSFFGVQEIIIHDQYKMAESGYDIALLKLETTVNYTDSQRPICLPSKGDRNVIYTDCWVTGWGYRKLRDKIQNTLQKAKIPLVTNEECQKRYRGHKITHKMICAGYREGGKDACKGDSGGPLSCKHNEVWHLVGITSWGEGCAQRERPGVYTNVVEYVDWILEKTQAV
hK5 inh = inhibitors of human kallikrein 5. Q9Y337. recombinant hK5, fluorogenic AMC substrate cleavage. inhibition, % at 5 µM. hit rate 0.59% among 210,000;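 active = inhibition of 40% or more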;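 note: 0% = enzyme controls without compound and 100% = no-enzyme blanks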
Target sequence (Q9Y337 67-293 limits assumed): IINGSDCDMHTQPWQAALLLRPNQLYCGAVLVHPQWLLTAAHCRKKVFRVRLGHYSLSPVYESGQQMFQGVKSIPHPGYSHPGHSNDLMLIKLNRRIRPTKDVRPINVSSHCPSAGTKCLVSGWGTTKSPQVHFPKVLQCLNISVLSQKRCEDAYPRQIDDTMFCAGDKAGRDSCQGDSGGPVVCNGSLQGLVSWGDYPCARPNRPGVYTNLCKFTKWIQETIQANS
thrombin 1536 = thrombin (human) inhibition; inhibition, % at 5 µM; alpha-thrombin, Boc-VPR-AMC fluorogenic substrate cleavage; hit rate 0.26% among 220,000; P00734;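 active = inhibition at or above 40%; inactive = inhibition below 40%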;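 note: 0% = enzyme with no compound and 100% = wells without enzyme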
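Material: Human alpha-thrombin protein | Buffer or medium: pH 7.5 Tris-saline with Tween 20 | Reagent: Boc-VPR-AMC substrate, 15 µM final | Schedule: Reaction at ambient temperature | Detection: AMC fluorescence at 355 nm excitation and 460 nm emission | Evaluation: Percent inhibition scaled between no-compound controls and no-enzyme blanks | Controls: no-compound enzyme wells and no-enzyme blanks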
L929 necroptosis = L929 zVAD cell death inhibition; L929 zVAD necroptosis rescue, ATP luminescence, 24 h; with zVAD 60 µM; hit rate 0.38% among 220,000; viability rescue, % at 10 µM; AID 1377;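 active = activation, scaled between plate controls, above about 75%, limit read from the data; inactive = activation under that limit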;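 note: 0% = zVAD with DMSO and 100% = DMSO alone without zVAD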
TNF necrop inh = blocks TNF-alpha induced death of Jurkat FADD-/- cells | activation (protection from cell death), % at 10 µM | hit rate 0.068% among 220,000 | AID 463075 | Jurkat FADD-/- TNF necroptosis rescue, ATP luminescence, 24 h; 0 = TNF only, 100 = no-TNF cells;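 active = activation, meaning protection from cell death, of at least 50% relative to plate controls; inactive = activation below 50%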;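 note: necroptosis triggered by 40 ng/mL TNF-alpha added together with compound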
Hck-Nef inh = human Hck-Nef kinase inhibition; hit rate 0.68% among 220,000; Recombinant Hck-YEEI plus Nef, Z-Lyte FRET kinase assay; P08631; inhibition, % at 20 µM; AID 463187;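 active = Hck-Nef kinase inhibition above about 50%, limit read from the data; inactive = inhibition below that limit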;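 note: 0% = DMSO with Hck plus Nef and 100% = Hck alone without Nef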
FXIIa inh 1536 = inhibitors of human coagulation factor XIIa. purified FXIIa, Boc-QGR-AMC fluorogenic substrate, 2 h. P00748. inhibition, % at 5 µM. hit rate 0.3% among 220,000; in the data active = inhibition above about 40%;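 note: 0% = enzyme with no compound and 100% = blank without enzyme; many of its hits are not listed in these tables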
* marks the source's active call; other numbers are inactive results; / = not tested or not shown.

SMILES	KCC2 mod	Rad51 HR inh	FXIa inh 1536	hK5 inh	thrombin 1536	L929 necroptosis	TNF necrop inh	Hck-Nef inh	FXIIa inh 1536
O=C(Cn1cccc1)Nc1ccc(OC(F)(F)F)cc1	0.51	-1	4	6	4	-0.3	2.3	-3	17
COc1ccc2nc(SCC(=O)Nc3ccccc3)[nH]c2c1	/	9	8	-8	3	1.4	3.9	3	22
COc1ccccc1OCCC(=O)N1CCN(c2ccccc2OC)CC1	-0.49	-7	-6	-1	-7	-0.3	-0.5	23	1
CN(Cc1nnc(SCC(=O)NCCc2ccccc2)n1C)S(=O)(=O)c1ccccc1	-0.036	2	1	29	23	0.5	1.3	6	-7
COc1ccc(-c2nc(SC(CC(=O)NCCN3CCOCC3)c3cccs3)n[nH]2)cc1 (stereo unspecified)	-0.43	-4	-6	-20	0	1.7	0.3	-2	-7
CC(C)N(Cc1ccccc1)C(=O)Cn1c(=O)cnc2ccccc21	0.56	2	-4	1	-5	-0.4	1.7	19	3
COCCOC(=O)c1c(C)oc2ccc(NS(=O)(=O)c3ccc(C(=O)O)cc3)cc12	/	-7	3	4	3	/	/	/	17
CN(c1ccccc1)S(=O)(=O)c1cccc(NC(=O)CN2CCc3ccccc3C2)c1	-1.2	-2	-2	-3	1	5.6	0.3	-3	4
Cc1cccc(NC(=O)Nc2cccc(F)c2)n1	0.092	10	-3	-24	-4	44	-0.9	3	2
O=C(C1CCN(S(=O)(=O)c2cccc3cccnc23)CC1)N1CCn2c1nc1ccccc12	-0.76	/	2	-9	4	1.7	-7.7	2	15
CCOC(=O)c1csc(-n2nc(C)cc2C(F)(F)F)n1	1.6	-22	5	0	-6	-1.3	-0.8	9	9
COc1ccc(NC(=O)c2ccccc2SC)cc1OC	/	/	0	2	-5	-0.5	-0.3	-2	0
Cc1cc(=O)oc2cc(OCC(=O)N3CCN(C(=O)c4ccco4)CC3)ccc12	-0.67	-5	-8	-3	-15	4.5	0.7	13	-3
Cc1ccc(C2C(C#N)=C(N)Oc3c2c(=O)n(C)c(=O)n3C)cc1 (stereo unspecified)	0.035	2	7	-8	2	0.3	-2.9	-2	18
O=C(Oc1cccc(C(=S)N2CCOCC2)c1)c1cccc([N+](=O)[O-])c1	0.57	1	2	5	-5	12	0.3	15	9
COc1ccc(-n2c(Cc3cccn3C)nnc2SCC(=O)Nc2cccc(C)c2C)cc1	0.17	-6	-6	-3	-5	0.6	0.7	24	21
CCCNC1CCS(=O)(=O)C1 (stereo unspecified)	-0.027	1	-1	-2	2	0.3	-1.2	-1	6
C=CCc1c(C)nc(SCc2nc3ccccc3c(=O)[nH]2)[nH]c1=O	-0.17	2	2	5	5	-0.1	-2.2	3	14
CCN(CC)CCNC(=O)c1ccc2c(=O)n(CCc3ccccc3)c(=O)[nH]c2c1	/	3	10	-15	2	89*	-0.5	1	19
CC(C)C[C@H](NC(=O)NCCc1ccc(Cl)cc1)C(=O)O	1.4	0	0	-22	-3	0.6	-1.6	0	10
CCC(C)c1ccc(NC(=O)COc2c(F)c(F)c(C(F)(F)F)c(F)c2F)cc1 (stereo unspecified)	0.37	-2	-1	-9	-6	1.9	2.9	2	12
COc1ccc(NC(=O)CSc2nc(O)c(Cc3ccccc3)c(=O)[nH]2)cc1	-0.094	2	1	-14	0	0.0	0.2	2	15
COc1ccnc(-n2cccc2/C=N/O)c1C#N	-0.047	/	-3	/	-7	-0.4	-0.1	17	10
Cc1ccc(SCc2cc(=O)[nH]c(N3CCN(Cc4ccc5c(c4)OCO5)CC3)n2)cc1	/	18	10	4	0	-0.2	-1.0	0	13
Cc1nc(C/C(=N\Nc2ccccc2)c2ccc(O)cc2O)cs1	0.07	-4	-3	-2	-5	1.1	-0.3	30	5

Ordered by molecular weight (highest first): part of the list above.
SMILES	KCC2 mod	Rad51 HR inh	FXIa inh 1536	hK5 inh	thrombin 1536	L929 necroptosis	TNF necrop inh	Hck-Nef inh	FXIIa inh 1536
COc1ccc(-c2nc(SC(CC(=O)NCCN3CCOCC3)c3cccs3)n[nH]2)cc1 (stereo unspecified)	-0.43	-4	-6	-20	0	1.7	0.3	-2	-7
CCN(CC)CCNC(=O)c1ccc2c(=O)n(CCc3ccccc3)c(=O)[nH]c2c1	/	3	10	-15	2	89*	-0.5	1	19
Cc1cc(=O)oc2cc(OCC(=O)N3CCN(C(=O)c4ccco4)CC3)ccc12	-0.67	-5	-8	-3	-15	4.5	0.7	13	-3
CC(C)N(Cc1ccccc1)C(=O)Cn1c(=O)cnc2ccccc21	0.56	2	-4	1	-5	-0.4	1.7	19	3
CC(C)C[C@H](NC(=O)NCCc1ccc(Cl)cc1)C(=O)O	1.4	0	0	-22	-3	0.6	-1.6	0	10
CCCNC1CCS(=O)(=O)C1 (stereo unspecified)	-0.027	1	-1	-2	2	0.3	-1.2	-1	6

Back to the main list with the 4 entries that preceded the break.
SMILES	KCC2 mod	Rad51 HR inh	FXIa inh 1536	hK5 inh	thrombin 1536	L929 necroptosis	TNF necrop inh	Hck-Nef inh	FXIIa inh 1536
COc1ccc(NC(=O)CSc2nc(O)c(Cc3ccccc3)c(=O)[nH]2)cc1	-0.094	2	1	-14	0	0.0	0.2	2	15
COc1ccnc(-n2cccc2/C=N/O)c1C#N	-0.047	/	-3	/	-7	-0.4	-0.1	17	10
Cc1ccc(SCc2cc(=O)[nH]c(N3CCN(Cc4ccc5c(c4)OCO5)CC3)n2)cc1	/	18	10	4	0	-0.2	-1.0	0	13
Cc1nc(C/C(=N\Nc2ccccc2)c2ccc(O)cc2O)cs1	0.07	-4	-3	-2	-5	1.1	-0.3	30	5
Cc1sccc1/C=N/NC(=O)c1cccc2ccccc12	0.53	3	2	-21	-6	-0.3	-0.7	2	3
O=C(COC(=O)c1ccc(Cl)nc1)c1ccc2c(c1)OCCO2	-1.6	-3	-1	0	-1	3.4	0.3	6	6
Cc1ccc(O)c(NC(=O)C2CCCCC2)c1	0.036	-15	0	-3	-5	0.7	-25	14	4
CCc1ccc(N2C(=O)c3ccc4c5c(ccc(c35)C2=O)CC4)cc1	0.024	-10	3	-13	3	0.0	-2.2	7	10
COc1ccc(NC(=O)C2CC(=O)N=C(N)S2)cc1 (stereo unspecified)	-0.048	-2	-1	5	-3	24	0.2	20	11
NC(=O)Cn1cc(C(=O)COc2ccccc2)c2ccccc21	-0.27	-45	-4	-12	-7	4.6	1.8	15	-1
COc1ccc(-c2cn3ccsc3n2)cc1	0.054	1	-3	11	-6	-0.2	-4.1	-1	3
COc1ccc(N(CC(=O)NC2CCCC2)C(=O)c2csnn2)cc1	-0.52	-5	-1	-9	-2	0.1	-1.2	8	8
COc1ccc(C(=O)O/N=C(\N)c2ccccc2)c(OC)c1	-0.3	/	5	-5	4	0.6	-1.6	5	9
CC(C)Oc1ccc(C(=O)NCc2cccs2)cc1	-0.027	4	1	-2	-1	-0.5	1.0	2	3
O=C(Cc1ccccc1)c1c[nH]c(C(=O)NC2CCCC2)c1	-0.18	-73	-6	-2	-15	-1.2	2.1	12	-1
CCOCCCNC(=O)C1CCN(S(=O)(=O)N2CCCCC2)CC1	/	/	-7	-11	-4	-0.4	0.6	-2	4
OCC1(Cc2cccc(C(F)(F)F)c2)CCN(Cc2cc3ccccc3o2)CC1	-0.35	12	-1	1	-11	4.5	2.2	13	8
CCOC(=O)C1CCN(c2c(NCc3ccc(C(=O)Nc4ccc(C)cc4)cc3)c(=O)c2=O)CC1	-0.6	/	5	4	-31	0.8	-2.4	-2	12
COc1ccc(N2CCN(CCNC(=O)c3ccc4c(c3)[nH]c(=S)n3c5ccccc5nc43)CC2)cc1	0.063	15	6	-6	-6	2.8	1.0	51*	7
CC1=Nc2cc(C(=O)NCCCOC(C)C)ccc2Sc2ccccc21	-1.5	-8	-2	2	4	7.9	-3.4	6	20
COc1ccc(C(=O)NCCc2nnc(SCC(=O)Nc3ccccc3)n2C)cc1	-0.68	13	2	-17	-2	-0.1	-0.4	1	5
CSc1nc(-c2ccc(C)cc2)[nH]c1S(=O)(=O)c1ccccc1	-0.44	-5	7	-3	2	0.8	-0.3	1	17
Cc1ccc(OCCn2cc(/C=C3\C(=O)NN(c4ccccc4)C3=O)c3ccccc32)cc1	0.44	/	7	-1	3	/	2.7	-10	13
CCOC(=O)C1=C(C)NC(SCC(=O)O)=NC1c1ccccc1 (stereo unspecified)	-1.6	-6	5	-21	7	1.0	0.8	-9	17
Cc1ccsc1/C=N/NC(=O)Cn1nc(C)c([N+](=O)[O-])c1C	-0.53	-2	-4	-5	-9	1.8	7.0	6	-6
COc1cccc(-c2noc(CCCC(=O)N3CCOCC3)n2)c1	0.98	-2	-5	-3	-5	1.9	1.1	19	7
O=C(O)CCc1nc2cc3ccccc3cc2[nH]1	-0.39	-6	24	-2	0	1.5	2.6	-4	-2
CN1CCN(C(=O)c2cc3nc(-c4ccc(F)cc4)cc(C(F)(F)F)n3n2)CC1	/	-1	17	-6	3	1.7	-1.6	0	24
CCCN1C(=O)C2(SC(NC(C)=O)=NN2C(C)=O)c2cc(C)ccc21 (stereo unspecified)	0.23	-1	-2	1	-5	0.6	-0.6	21	9

Other entries.
SMILES	KCC2 mod	Rad51 HR inh	FXIa inh 1536	hK5 inh	thrombin 1536	L929 necroptosis	TNF necrop inh	Hck-Nef inh	FXIIa inh 1536
O=C(NC1CCCCC1)C(=O)c1c(-c2ccccc2)[nH]c2ccccc12	0.84	4	4	-13	-1	/	-1.6	-1	9
O=C1NC(=O)C2C1C(c1cccs1)NN2Cc1ccccc1 (stereo unspecified)	0.056	-2	-2	-15	2	1.7	-2.4	3	0
COc1ccc(OC)c(C2CC(=O)c3c([nH]c(C(=O)OCC4CCCO4)c3C)C2)c1 (stereo unspecified)	0.082	5	2	-3	-3	2.5	-6.6	23	23
C/C(=N/NC(=O)CN1CCN(Cc2ccccc2)CC1)c1ccc([N+](=O)[O-])cc1	-0.57	/	3	-2	-7	-0.6	2.4	11	5
CS(=O)(=O)N1N=C(c2ccccc2)CC1c1ccc2nccnc2c1 (stereo unspecified)	-0.46	/	8	-1	2	0.2	2.4	3	8
Cc1cccc(OCc2nnc(NC(=O)Cc3cccs3)s2)c1	1.1	-7	5	-6	-2	-1.0	0.1	8	13
CCCn1c(=C(C#N)C#N)s/c(=C2\C=Cc3ccccc3N2CC)c1=O	/	9	-18	3	-2	0.1	-1.8	3	-11
CCOc1ccc(-n2cnnn2)cc1S(=O)(=O)NCc1ccccc1	-0.89	-10	-7	-26	2	-0.4	-0.5	-25	8
CC(=O)NC1=NN(C(C)=O)C(C)(CCS(=O)(=O)c2ccc(Cl)c(Cl)c2)S1 (stereo unspecified)	-0.9	-6	1	-3	-7	0.2	-0.9	0	12
CCN(CCNC(=O)CS(=O)(=O)Cc1nc(-c2cccc(OC)c2)oc1C)c1ccccc1	-0.78	-2	-6	-9	-5	-0.2	-1.1	-6	7

Whole records from above. Order of screens: KCC2 mod | Rad51 HR inh | FXIa inh 1536 | hK5 inh | thrombin 1536 | L929 necroptosis | TNF necrop inh | Hck-Nef inh | FXIIa inh 1536
Profile of CS(=O)(=O)N1N=C(c2ccccc2)CC1c1ccc2nccnc2c1 (stereo unspecified) → -0.46 | / | 8 | -1 | 2 | 0.2 | 2.4 | 3 | 8
Profile of O=C(NC1CCCCC1)C(=O)c1c(-c2ccccc2)[nH]c2ccccc12 → 0.84 | 4 | 4 | -13 | -1 | / | -1.6 | -1 | 9

These rows are one share of the data; the hit share may differ from the screen's.
